# SKN-1 block: suppressors of acrylamide-induced Pgst-4::GFP reporter in worms, primary screen, SKN-1 inhibitor project, whole organism, uHTS, GFP/RFP fluorescence ratio, strain VP596 | 360,000 compounds, 0.49% hits | inhibition, % at 21.8 µM | C. elegans VP596 Pgst-4::GFP/RFP ratio, 24 h;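 active = interference check ratio from 0.5 to 1.5 plus GFP to RFP signal ratio inhibition reaching or exceeding a fixed threshold, cut at about 30% in these data, passing the limit was not always enough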; note: some compounds called inactive have numbers as strong as hits
# Rin1-Abl PPI inh: inhibitors of Rin1-Abl protein binding, primary screen, biochemical, TR-FRET. Tyrosine-protein kinase ABL1 (Homo sapiens) + Ras and Rab interactor 1 (Homo sapiens), …. inhibition, % at 7.35 µM. 360,000 compounds, 0.4% hits. AID 588664, 2011; in the data active = inhibition above about 5%, passing the limit was not always enough
# CendR NRP1 mod: modulators of CendR peptide binding to NRP-1, primary screen, biochemical, fluorescence polarization, uHTS; 360,000 compounds, 0.85% hits; AID 602438, 2012; inhibition, % at 25 µM; FAM-RPARPAR peptide binding to NRP-1; Neuropilin-1 (Homo sapiens), O14786;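 active = inhibition or corrected inhibition above about 18%, plus a signal ratio from 0.5 to 1.5, limit read from the data, passing the limit was not always enough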; note: strong numbers were not always called active
# MsrA inhibitor: bovine MsrA enzyme inhibitors, primary screen, biochemical, absorbance, HTS; Methionine sulfoxide reductase A (Bos taurus); purified bovine MsrA, absorbance read-out; inhibition, % at 15.5 µM; 360,000 compounds, 0.75% hits; AID 651718, 2012; in the data active = inhibition above about 4.5%;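 note: 0% = vehicle wells with enzyme and 100% = reference inhibitor wells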
# Neddyl block: inhibitors of cullin neddylation, primary screen, biochemical, TR-FRET, uHTS, NAE and Ubc12; NEDD8-conjugating enzyme Ubc12 (Homo sapiens) + NEDD8-activating enzyme E1 regulatory …; calls only at 25 µM; 360,000 compounds, 0.58% hits; AID 651699, 2012; in the data active = inhibition above about 36%
# MT1-MMP act inh: blockers of MT1-MMP proenzyme processing, primary screen, HT1080 RFP-PRO-GFP cells, GFP/RFP fluorescence; Matrix metalloproteinase-14 (Homo sapiens), P50281; GFP/RFP ratio fluorescence, overnight; percent of plate control window, DMSO zero; GFP/RFP ratio change, % at 20 µM; 360,000 compounds, 0.061% hits; AID 651647, 2012;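 active = GFP/RFP ratio change of at least 30% with cell ATP level not reduced by more than half and red fluorescence within 50% of control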; note: strong numbers were not always called active
#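 Compound: 20 µM single dose, 1% DMSO / System: HT1080 RFP-PRO-GFP cells / Controls: DMSO and RFP-L50D-GFP cell wells / Read-out basis: GFP/RFP fluorescence ratio / Schedule: overnight compound exposure at 37 °C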
# MsrA act: bovine MsrA enzyme activators, primary screen, biochemical, absorbance, HTS; 360,000 compounds, 0.3% hits; activation, % at 10.6 µM; Methionine sulfoxide reductase A (Bos taurus); purified bovine MsrA, absorbance read-out; in the data active = activation above about 7.5%;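 note: 0% = vehicle and 100% = reference activator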
# FAS-TE inh: FAS thioesterase domain inhibitors, primary screen, biochemical, fluorescence intensity, uHTS; Fatty acid synthase (Homo sapiens), P49327; inhibition, % at 15 µM; 360,000 compounds, 0.67% hits; AID 602261, 2012; recombinant FAS-TE, OMFH fluorogenic substrate, fluorescence endpoint;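 active = compounds whose normalised, plate-corrected inhibition of enzyme fluorescence in the single-dose primary screen is 50% or more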;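 note: 0% = DMSO with enzyme and 100% = substrate without enzyme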
# eLon inh: inhibitors of E. coli Lon protease, primary screen, biochemical, fluorescence polarization; 360,000 compounds, 0.42% hits; inhibition, % at 7.94 µM; purified E. coli Lon protease; in the data active = inhibition above about 13%, passing the limit was not always enough;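 note: 0% = enzyme with probe and DMSO and 100% = no enzyme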
# Target sequence (P0A9M0 whole entry, looked up): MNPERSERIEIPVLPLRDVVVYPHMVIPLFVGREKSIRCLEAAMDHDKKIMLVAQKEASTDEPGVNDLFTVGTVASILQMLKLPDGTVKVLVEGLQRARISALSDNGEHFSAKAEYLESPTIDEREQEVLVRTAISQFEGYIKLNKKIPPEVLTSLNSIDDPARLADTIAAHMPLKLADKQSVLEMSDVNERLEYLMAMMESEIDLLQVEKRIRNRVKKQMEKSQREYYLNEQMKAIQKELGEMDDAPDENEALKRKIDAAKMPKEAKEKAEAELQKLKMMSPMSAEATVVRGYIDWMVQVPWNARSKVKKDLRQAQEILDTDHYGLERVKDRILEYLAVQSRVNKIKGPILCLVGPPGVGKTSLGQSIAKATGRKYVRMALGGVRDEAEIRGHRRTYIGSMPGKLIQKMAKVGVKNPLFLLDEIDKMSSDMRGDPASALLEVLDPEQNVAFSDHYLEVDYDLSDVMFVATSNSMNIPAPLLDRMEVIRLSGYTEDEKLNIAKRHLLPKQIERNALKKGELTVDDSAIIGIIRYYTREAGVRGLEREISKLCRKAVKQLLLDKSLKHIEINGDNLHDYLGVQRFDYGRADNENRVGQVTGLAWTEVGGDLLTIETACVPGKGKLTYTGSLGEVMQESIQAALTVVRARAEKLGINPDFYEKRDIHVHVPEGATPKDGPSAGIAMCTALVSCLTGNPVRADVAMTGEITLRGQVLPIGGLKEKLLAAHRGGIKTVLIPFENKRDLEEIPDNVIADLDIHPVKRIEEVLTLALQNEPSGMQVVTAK
# * hit, by the source's call; i = inactive; nt = no result given.
cpd	Molecule	SKN-1 block	Rin1-Abl PPI inh	CendR NRP1 mod	MsrA inhibitor	Neddyl block
1	COCCn1c(N)c(Sc2ccccc2[N+](=O)[O-])c(=O)[nH]c1=O	4	-3	-9	1.7	i
2	CSc1nc(O)cc(=O)n1-c1ccc(F)cc1	-1	4	6	-2.1	i
3	O=S(=O)(Nc1cccc(-c2ccc(N3CCCCCC3)nn2)c1)c1ccccc1F	-6	0	-2	0.9	i
4	O=C(Nc1ccccc1)c1cc(S(=O)(=O)Nc2cccnc2)ccc1Cl	1	1	11	-0.1	i
5	COc1cc(NC(=O)C2=C(C)OCCS2)c(Cl)cc1C(=O)NCCN1CCN(C)CC1	13	3	8	2.3	i
6	CC(Oc1ccccc1)c1ccnc2nc(/N=C/N(C)C)nn12 (stereo not drawn)	14	-2	3	1.3	nt
7	CCOC(=O)NC(=O)CSc1nc2ccccc2[nH]1	-4	-3	-9	1.1	i
8	O=C1CN(c2nc(-c3cccnc3)nc3sc4c(c23)CCCC4)CCN1	-15	0	2	1.2	nt

cpd	MT1-MMP act inh	MsrA act	FAS-TE inh	eLon inh
1	5	-1	-1	-7
2	-2	-2	-4	2
3	0	-1	56*	-9
4	2	-4	-7	-6
5	1	-2	-10	2
6	13	0	-4	-7
7	-4	-1	-6	3
8	-4	-8	8	1

# Sorted by value in Rin1-Abl PPI inh (falling): three from the list above.
item | mol | Rin1-Abl PPI inh
2 | CSc1nc(O)cc(=O)n1-c1ccc(F)cc1 | 4
4 | O=C(Nc1ccccc1)c1cc(S(=O)(=O)Nc2cccnc2)ccc1Cl | 1
3 | O=S(=O)(Nc1cccc(-c2ccc(N3CCCCCC3)nn2)c1)c1ccccc1F | 0

# The list goes on.
cpd	Molecule	SKN-1 block	Rin1-Abl PPI inh	CendR NRP1 mod	MsrA inhibitor	Neddyl block
9	COc1ccc(-n2nc(C)cc2N)cc1	-6	1	-7	-0.9	i
10	COc1ccccc1CNC(=O)c1cc(-c2ccccc2)nn1Cc1cc(C)no1	12	0	27*	2.4	i
11	Cc1cc(C)nc(SCc2ccc(Br)cc2)n1	21	1	11	-1.4	i
12	Cc1ccc(C(NC(=O)N2CC(C)OC(C)C2)C(Cl)Cl)cc1F (stereo not drawn)	-10	-3	4	1.5	i
13	S=C(c1ccc2c(c1)OCO2)N1CCCC1	6	-2	8	0.0	i
14	Cc1ccccc1Cn1cnc2c(NS(C)(=O)=O)c(C)c(C)cc21	-17	0	-13	0.9	i
15	O=C(COc1cccc(F)c1)Oc1ccc(C(=O)c2ccccc2)cc1	5	0	-7	-0.1	i
16	Cc1cc(C(=O)NCc2ccco2)on1	-4	-2	-6	-1.2	i

cpd	MT1-MMP act inh	MsrA act	FAS-TE inh	eLon inh
9	1	-7	-2	3
10	4	-2	16	-2
11	-3	0	19	-14
12	-9	-2	-4	10
13	4	-3	-6	-3
14	11	-1	-1	-9
15	-3	1	14	-6
16	1	-4	-5	-12

# More records:
cpd	Molecule	SKN-1 block	Rin1-Abl PPI inh	CendR NRP1 mod	MsrA inhibitor	Neddyl block
17	CC(=O)Nc1ccccc1Sc1ccccc1	-12	0	-4	-0.2	i
18	CC1CCc2c(sc(NC(=O)c3ccc(-c4ccccc4[N+](=O)[O-])o3)c2C#N)C1 (stereo not drawn)	5	4	13	-1.2	i
19	O=C(NCCc1ccccn1)c1ccc2nc(Cc3ccccc3F)oc2c1	17	-4	-6	0.8	i
20	COc1ccc(CN(CC2CCC(C(=O)O)CC2)C(=S)Nc2ccccc2OC)cc1 (stereo not drawn)	11	-1	-4	0.2	i
21	COCCNC(=O)NC(=O)CN1C(=O)NC(Cc2c[nH]c3ccccc23)C1=O (stereo not drawn)	-4	1	6	-1.2	i
22	O=C1C2CC=C(Cl)CC2C(=O)N1CCc1c[nH]c2ccccc12 (stereo not drawn)	8	-2	-18	-1.3	i
23	CC1CC(C)(C)NC(=S)N1CCC(=O)NCc1ccc(Cl)cc1 (stereo not drawn)	2	-1	1	-0.3	i
24	CNC(=S)N1N=C(c2ccccc2)CC1c1ccccc1Cl (stereo not drawn)	15	1	9	0.8	i

cpd	MT1-MMP act inh	MsrA act	FAS-TE inh	eLon inh
17	4	1	-5	11
18	-8	2	30	-17
19	3	-3	-9	9
20	2	-2	-4	7
21	1	-2	-7	3
22	-2	-3	4	3
23	-4	-1	-2	2
24	-17	-4	34	-2

# Continued.
cpd	Molecule	SKN-1 block	Rin1-Abl PPI inh	CendR NRP1 mod	MsrA inhibitor	Neddyl block
25	COC(=O)[C@@]1(Cc2ccccc2)[C@H]2C(=O)N(C)C(=O)[C@H]2[C@H]2CN=C(SCc3ccc(C#N)cc3)N21	-10	-6	-4	0.7	i
26	Cn1c(=O)[nH]c(=O)c2c1nc(N1CCOCC1)n2CC(O)COc1ccc2ccccc2c1 (stereo not drawn)	-1	-4	9	0.9	i
27	C=CCn1c(N)c(C(=O)OC(C)(C)C)c2nc3ccccc3nc21	-8	-2	3	1.2	nt
28	CCC1(c2ccc(F)cc2)NC(=O)N(CC(=O)Nc2cc(S(=O)(=O)N(C)C)ccc2Cl)C1=O (stereo not drawn)	-5	0	6	-0.6	i
29	COc1ccc(N2CCN(S(=O)(=O)c3ccc(-c4cnc(C5CC5)o4)cc3)CC2)cc1	-11	-2	1	nt	i
30	Cc1cccc(COc2ccc(/C=C3/C(=O)N(C)C(=S)N3C)cc2)c1	2	-2	8	1.4	i
31	COc1ccc(C(=O)N2CCN(C(=O)c3ccncc3)CC2)cc1	4	1	7	-0.2	i
32	COc1ccc(NC(=O)CSc2nc3ccccc3c(=O)n2CCCN2CCC(C)CC2)c(OC)c1	-2	-3	-8	0.7	i

cpd	MT1-MMP act inh	MsrA act	FAS-TE inh	eLon inh
25	-2	-2	-39	2
26	4	-4	-1	-7
27	-1	-2	2	-4
28	-2	-4	2	1
29	-4	-1	28	-4
30	-2	-1	29	-4
31	-3	-3	-7	3
32	-3	-6	5	-5

# Limited to SKN-1 block and eLon inh, for 7 of the compounds above:
No. | molecule | SKN-1 block | eLon inh
10 | COc1ccccc1CNC(=O)c1cc(-c2ccccc2)nn1Cc1cc(C)no1 | 12 | -2
11 | Cc1cc(C)nc(SCc2ccc(Br)cc2)n1 | 21 | -14
12 | Cc1ccc(C(NC(=O)N2CC(C)OC(C)C2)C(Cl)Cl)cc1F (stereo not drawn) | -10 | 10
13 | S=C(c1ccc2c(c1)OCO2)N1CCCC1 | 6 | -3
14 | Cc1ccccc1Cn1cnc2c(NS(C)(=O)=O)c(C)c(C)cc21 | -17 | -9
15 | O=C(COc1cccc(F)c1)Oc1ccc(C(=O)c2ccccc2)cc1 | 5 | -6
16 | Cc1cc(C(=O)NCc2ccco2)on1 | -4 | -12

# (further entries)
cpd	Molecule	SKN-1 block	Rin1-Abl PPI inh	CendR NRP1 mod	MsrA inhibitor	Neddyl block
33	COCCNC(=O)C1(C)CCN(C(=O)c2cccc(C)c2C)C1 (stereo not drawn)	5	4	-11	-0.2	i
34	CC(Sc1nc2ccccc2c(=O)n1CC1CCCO1)C(=O)N(C)c1ccccc1 (stereo not drawn)	4	-2	11	-0.5	i
35	CCOC(=O)N1C(=O)[C@](CC)(c2ccccc2)N1C(=O)OCC	3	0	14	0.5	i
36	Cc1ccccc1CC(=O)Nc1ccon1	-8	2	3	-0.3	i
37	Cn1c(=O)c(Sc2ccccc2)c(O)c2ccccc21	-2	-3	2	-1.0	i
38	CS(=O)(=O)Nc1cccc(-c2cc(NC=O)c3ncc(-c4ccc(F)cc4)n3c2)c1	-5	3	-24	0.4	i
39	CCOc1ccc(NC(=O)CN2CCN(C(=O)C3CCCO3)CC2)cc1 (stereo not drawn)	-1	3	2	-0.7	i
40	COc1ccc(OCC(O)CN2CCCC2)cc1 (stereo not drawn)	2	6	0	2.4	i

cpd	MT1-MMP act inh	MsrA act	FAS-TE inh	eLon inh
33	0	-1	-10	0
34	-2	-3	1	-9
35	2	-2	47	9
36	-5	-1	-6	-4
37	0	-2	-5	-4
38	-14	-2	19	-18
39	0	-6	-6	0
40	1	-3	-5	9

# Further structures follow:
cpd	Molecule	SKN-1 block	Rin1-Abl PPI inh	CendR NRP1 mod	MsrA inhibitor	Neddyl block
41	O=C(N/N=C/c1ccsc1)c1ccc2c(c1)OCO2	1	1	-3	0.9	i
42	CSc1ncccc1C(=O)Nc1cccc(C)n1	6	-3	9	0.4	i
43	Cc1cccc(C)c1NC(=S)Nc1c(C)n(C)n(-c2ccccc2)c1=O	6	3	-10	0.5	i
44	C=CCOn1c(=O)c(-c2cccs2)[n+]([O-])c2ccccc21	12	0	-1	-0.7	i
45	Cc1c(C=Nc2ccc(S(=O)(=O)N(C)C)cc2)c(O)[nH]c(=O)c1C#N	-5	0	-6	4.4	i
46	CCOC(=O)[C@]12CCC=C1N(Cc1ccco1)C(=O)[C@H](CC(=O)NCCCCc1ccccc1)C2	-8	nt	-34	1.2	i
47	COc1ccc(C2CC(c3ccc4ccccc4c3OC(C)=O)=NN2C(=O)/C=C/c2ccccc2)cc1 (stereo not drawn)	4	1	3	-0.2	nt
48	CC(NC(=S)NCc1ccccc1)C12CC3CC(CC(C3)C1)C2 (stereo not drawn)	4	4	1	0.6	i

cpd	MT1-MMP act inh	MsrA act	FAS-TE inh	eLon inh
41	-2	-2	-1	0
42	-3	-3	-2	3
43	4	-2	-12	-4
44	-4	-3	7	16
45	-2	-7	-2	2
46	-2	-10	3	-7
47	1	-2	38	-6
48	0	-7	-2	-5

# Next part.
cpd	Molecule	SKN-1 block	Rin1-Abl PPI inh	CendR NRP1 mod	MsrA inhibitor	Neddyl block
49	CCSc1nnc(NC(=O)c2csc3c2CCCC3)s1	5	0	6	-0.4	i
50	COc1ccc(CN2CC(=O)N(c3cc(Cl)ccc3OC)C2=S)cc1OC	14	0	23	-0.3	i
51	CC(C)NCC(O)c1ccc(O)c(O)c1 (stereo not drawn)	-16	-1	2	2.5	i
52	CC(=O)N1c2ccc(S(=O)(=O)NCCC(=O)NCc3ccc(F)cc3)cc2CC1C (stereo not drawn)	-14	1	9	0.3	i
53	O=C(NCc1ccncc1)/C(=N/O)c1ccccc1	-12	-1	7	0.1	i
54	CCN(CC)C(=O)c1[nH]cnc1C(=O)Nc1ccon1	-1	0	6	-0.9	i
55	CN(C)C1(CNC(=O)C2CCN(S(=O)(=O)c3cccc(C(F)(F)F)c3)CC2)CCCCC1	4	-1	-5	-1.2	i
56	COc1ccc2[nH]c3c(c2c1)CCN1C(=O)C(CC(=O)NCCCN(C)C)C[C@H](C(=O)N(C(C)C)C(C)C)[C@@]31C (stereo partly drawn)	-13	4	-5	-1.8	i
57	C=CCN=C1SC(C)C(=O)N1S(=O)(=O)c1ccccc1 (stereo not drawn)	13	2	-8	-1.6	i
58	COc1cccc(/C=N/NC(=O)c2ccc(-n3cnnn3)cc2)c1	-5	1	3	0.5	i
59	CN(C)/C=C/C(=O)c1ccc(F)cc1	-6	-6	-8	2.0	i

cpd	MT1-MMP act inh	MsrA act	FAS-TE inh	eLon inh
49	0	-1	-5	-10
50	-7	-3	9	-12
51	1	-10	-10	-6
52	1	-2	-2	-1
53	3	-2	-4	-16
54	-7	1	-6	-2
55	-1	-2	-5	1
56	1	2	-8	0
57	-8	-2	-2	-6
58	5	-2	-2	2
59	2	-4	-3	0

# Screens (PubChem BioAssay)
